Bioassay records: PubChem BioAssay, National Center for Advancing Translational Sciences (NCATS)
FH mod: Identification of activators of human fumarate hydratase by quantitative high-throughput screening | Fumarate hydratase, mitochondrial (Homo sapiens), P07954 | FH coupled MDH/diaphorase resazurin fluorescence, 15 min | Potency, µM (series often up to 79.9 µM), for the others: top-dose activity change, negative = inhibition, usual class: inhibitors | 0.22% of 54,000 active | AID 1347055, 2019; further: the screen sought activators but most active calls are inhibition curves; nearly all actives have a fitted effect of over 45% in size
Target sequence (P07954 whole entry, looked up): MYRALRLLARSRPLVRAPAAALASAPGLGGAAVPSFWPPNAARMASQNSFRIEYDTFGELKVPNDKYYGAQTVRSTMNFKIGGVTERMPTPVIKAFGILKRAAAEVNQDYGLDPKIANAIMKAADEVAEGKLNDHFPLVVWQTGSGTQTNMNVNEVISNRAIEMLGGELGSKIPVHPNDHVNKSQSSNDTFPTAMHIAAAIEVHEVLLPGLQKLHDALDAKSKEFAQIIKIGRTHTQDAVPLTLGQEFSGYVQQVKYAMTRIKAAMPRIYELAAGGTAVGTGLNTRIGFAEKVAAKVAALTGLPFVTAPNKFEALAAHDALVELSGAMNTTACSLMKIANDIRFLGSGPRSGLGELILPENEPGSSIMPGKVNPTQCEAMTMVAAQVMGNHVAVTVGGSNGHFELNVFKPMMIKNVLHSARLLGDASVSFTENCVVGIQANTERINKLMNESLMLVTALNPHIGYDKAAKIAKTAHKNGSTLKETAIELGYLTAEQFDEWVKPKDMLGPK
NTMT1 inh: Primary qHTS for Inhibitors of N-terminal methyltransferase 1 (NTMT1): MTaseGlo Assay | NTMT1 MTase-Glo SAH luminescence, purified enzyme | Potency, µM (highest dose often 114 µM), for inactives: at the highest dose activity change, negative = inhibition, most hits filed as inhibitors | 2.5% of 59,000 active | N-terminal Xaa-Pro-Lys N-methyltransferase 1 (Homo sapiens), Q9BV86 | AID 1645870, 2021;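 further: plate controls were DMSO vehicle for no effect and no enzyme for full effect; nearly all actives have a fitted effect of over 65% in size; many of its hits are not listed in these tables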
Target sequence (Q9BV86 whole entry, looked up): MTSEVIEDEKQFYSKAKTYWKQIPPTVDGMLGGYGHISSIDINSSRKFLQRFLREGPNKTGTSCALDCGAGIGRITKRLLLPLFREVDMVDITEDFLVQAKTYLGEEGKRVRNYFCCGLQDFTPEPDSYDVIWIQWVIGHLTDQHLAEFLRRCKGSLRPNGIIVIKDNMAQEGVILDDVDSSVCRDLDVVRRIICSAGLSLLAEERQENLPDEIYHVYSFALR
* marks the source's active call; other numbers are inactive results; u = inconclusive; x = no result given; & = joins results of further samples; ! = not confirmed by another sample; [ ] = remark or other dose. The call rests on the fitted dose curve; in most records, active means well fitted curve in the direction sought with a large enough effect; inconclusive means small, poorly fitted or top-dose-only effect, or another doubt; inactive means no such curve, though single readings can be large; an effect the other way counts as inactive or inconclusive. Unless noted, on the % scale 0 is the no-effect control and ±100 the full control effect; potency means the concentration at half of the fitted maximal effect. Some of the compounds tested. The share of hits here may be higher or lower than overall.

SMILES	FH mod	NTMT1 inh
NOCC(=O)O	-2.8%[53.3 µM]	x
CC1c2cccc(O)c2C(O)=C2C(=O)C3(O)C(O)=C(C(N)=O)C(=O)C(N(C)C)C3C(O)C21 (configuration not stated)	x	u
Nc1nc(Nc2ccc3c(c2)CC[C@@H](N2CCCC2)CC3)nn1-c1cc2c(nn1)-c1ccccc1CCC2	x	35.5µM*
COc1ccnc2[nH]cc(C(=O)C(=O)N3CCN(C(=O)c4ccccc4)C[C@H]3C)c12	x	4.0%
C=CCN1C[C@H](C(=O)N(CCCN(C)C)C(=O)NCC)CC2c3cccc4[nH]cc(c34)C[C@H]21 (some centres not stated)	x	0.1%
Cc1c(CN2CCN(C(=O)[C@H](C)O)CC2)sc2c(N3CCOCC3)nc(-c3cnc(N)nc3)nc12	x	-13.6%
CCNC(=O)Nc1ccc(-c2nc3c(c(N4CCOC[C@@H]4C)n2)CCN(C2COC2)C3)cc1	x	2.4%
COc1ccc(-c2ccc3c(N4CCOC[C@@H]4C)nc(N4CCOC[C@@H]4C)nc3n2)cc1CO	x	-17.8%
CCn1c(=O)c2c(nc(/C=C/c3ccc(OC)c(OC)c3)n2C)n(CC)c1=O	x	3.3%
O=C(O)CCNc1cc(N2CCc3ccccc3CC2)nc(-c2cccnc2)n1	x	-9.0%
Cc1ncc(Cl)cc1NCc1ccc(C(=O)N[C@@H](CC2CCCC2)C(=O)NC2CC2)s1	x	17.8%[12.6 µM]
Cc1cc(C)c2c(c1)[C@@H](N(Cc1cc(C(F)(F)F)cc(C(F)(F)F)c1)c1nnn(C)n1)CCCN2CC1CCC(C(=O)O)CC1 (some centres not stated)	x	4.6%
Cc1ccc(NC(=O)C2(c3ccc4c(c3)OC(F)(F)O4)CC2)nc1-c1cccc(C(=O)O)c1	-0.6%	6.0%
COc1ccc(-c2cc3nccn3c(Nc3ncccc3C(N)=O)n2)cc1OC	-0.4%	11.7%&-5.8%[57.5 µM]
CCCCCCCCCCCCCCC[C@H](O)[C@@H](N)CO	-10.6%[53.3 µM]	u

An excerpt of the results above, for reference:
SMILES	FH mod	NTMT1 inh
NOCC(=O)O	-2.8%[53.3 µM]	x
CC1c2cccc(O)c2C(O)=C2C(=O)C3(O)C(O)=C(C(N)=O)C(=O)C(N(C)C)C3C(O)C21 (configuration not stated)	x	u
Nc1nc(Nc2ccc3c(c2)CC[C@@H](N2CCCC2)CC3)nn1-c1cc2c(nn1)-c1ccccc1CCC2	x	35.5µM*
COc1ccnc2[nH]cc(C(=O)C(=O)N3CCN(C(=O)c4ccccc4)C[C@H]3C)c12	x	4.0%

Next part.
SMILES	FH mod	NTMT1 inh
CC[C@@H](Nc1c(Nc2cccc(C(=O)N(C)C)c2O)c(=O)c1=O)c1ccc(C)o1	-0.1%	6.1%[57.5 µM]
CCc1ccc(CCOc2ccc(CC3SC(=O)NC3=O)cc2)nc1 (configuration not stated)	17.8%&-4.4%[53.3 µM]	31.6µM*!
Cc1cc2occ(CN(C)CCN(C)Cc3cn(-c4cccc(C(F)(F)F)c4)c4ccccc34)c(=O)c2cc1C	0.5%	-7.2%[57.5 µM]
CCOc1ccc(-n2c([C@@H](C)N(Cc3cccnc3)C(=O)Cc3ccc(OC(F)(F)F)cc3)nc3ncccc3c2=O)cc1	-12.8%	6.1%[57.5 µM]
C#Cc1cccc(Nc2ncnc3cc(OC)c(OCCCCCCC(=O)NO)cc23)c1	10.8%	12.6µM*
CN1CCc2c(n(Cc3ccc(C(=O)NO)cc3)c3ccccc23)C1	7.3%	-16.2%
COc1ccnc(CCc2nc3ncccc3[nH]2)c1	2.7%	-5.7%[57.5 µM]
Cc1ccc2c(Nc3ccc(Cl)cc3)nccc2c1Nc1ncccc1-c1ncnc2nc[nH]c12	0.8%	22.5%
C=CCn1c(=O)n([C@@H]2O[C@H](CO)[C@@H](O)[C@H]2O)c2nc(N)[nH]c(=O)c21	-5.5%[53.3 µM]	15.3%[57.5 µM]
CCN(CC)CCNC(C(=O)OCCC(C)C)c1ccccc1 (configuration not stated)	1.0%[53.3 µM]	u
C[C@H](NCc1ccc(OCc2cccc(F)c2)cc1)C(N)=O	-2.0%[53.3 µM]	-18.4%[57.5 µM]
Cn1cc(S(C)=O)c(=O)c2ccc(F)cc21 (configuration not stated)	0.0%[53.3 µM]	30.2%[activator][57.5 µM]
Cn1c(=O)c(Oc2ccc(F)cc2F)cc2cnc(NC3CCOCC3)nc21	-1.9%	-2.0%
CCOc1cc2ncc(C#N)c(Nc3ccc(OCc4ccccn4)c(Cl)c3)c2cc1NC(=O)/C=C/CN(C)C	2.2%[53.3 µM]	u
O=C1N=C(N2CCOCC2)CN1c1ccc(Cl)cc1	-5.0%	5.0%[57.5 µM]
COc1ccccc1OCC1CNC(=O)O1 (configuration not stated)	0.0%[53.3 µM]	-6.6%[57.5 µM]
Cc1ccc(=O)n(-c2ccccc2)c1	-17.5%&1.5%[53.3 µM]	19.2%[57.5 µM]
O=c1oc2c(O)c(O)cc3c(=O)oc4c(O)c(O)cc1c4c23	-11.7%[53.3 µM]	3.55µM*!
O=C(Nc1ccn(Cc2ccc(O)cc2C(F)(F)F)n1)c1c(F)cccc1F	4.3%	u
Cc1c(C)n(Cc2ccc(-c3ccccc3C(=O)O)cc2)c2ccc(C(=O)N[C@@H](C)c3ccc([N+](=O)[O-])cc3)cc12	-16.5%	31.6µM*!
COc1cc(Oc2ccnc3cc(OC)c(OC)cc23)ccc1NC(=O)NC(C)c1nccs1 (configuration not stated)	0.7%	79.4µM*!
O=C(Nc1cc(-c2ccccc2)nn1-c1ccccc1)c1ccc([N+](=O)[O-])cc1	-7.1%	4.1%[57.5 µM]
Cc1cnc(Nc2ccc(CN3CCOCC3)cc2)nc1Nc1cccc(S(=O)(=O)NC(C)(C)C)c1	-7.1%	-0.9%&2.2%[57.5 µM]
CCn1cc(C(=O)O)c(=O)c2cnc(N3CCNCC3)nc21	1.1%[53.3 µM]	-8.6%[57.5 µM]
CC(C)(F)C[C@H](N[C@@H](c1ccc(-c2ccc(S(C)(=O)=O)cc2)cc1)C(F)(F)F)C(=O)NC1(C#N)CC1	-0.7%[53.3 µM]	11.5%
CCCCCC(=O)O[C@]1(C(C)=O)CC[C@H]2[C@@H]3CCC4=CC(=O)CC[C@]4(C)[C@H]3CC[C@@]21C	-11.4%[53.3 µM]	7.1%[57.5 µM]
CCOC(=O)[C@H](CCc1ccccc1)N[C@H]1CS[C@H](c2cccs2)CN(CC(=O)O)C1=O	-1.4%&4.0%[53.3 µM]	u
CC(C)COC(=O)c1ccc(N)cc1	-8.3%[53.3 µM]	-18.5%[57.5 µM]
CNC(=O)c1c(F)cccc1Nc1nc(Nc2cc3c(cc2OC)CCN3C(=O)CN(C)C)nc2[nH]ccc12	-2.4%	u
Cc1cn(C2C[C@H](O)[C@@H](CO)O2)c(=O)[nH]c1=O (some centres not stated)	16.1%	10.8%

Retrieved one by one from above (6):
SMILES	FH mod	NTMT1 inh
Cc1ccc(=O)n(-c2ccccc2)c1	-17.5%&1.5%[53.3 µM]	19.2%[57.5 µM]
CCn1cc(C(=O)O)c(=O)c2cnc(N3CCNCC3)nc21	1.1%[53.3 µM]	-8.6%[57.5 µM]
CCOC(=O)[C@H](CCc1ccccc1)N[C@H]1CS[C@H](c2cccs2)CN(CC(=O)O)C1=O	-1.4%&4.0%[53.3 µM]	u
Cc1cn(C2C[C@H](O)[C@@H](CO)O2)c(=O)[nH]c1=O (some centres not stated)	16.1%	10.8%
O=C(Nc1ccn(Cc2ccc(O)cc2C(F)(F)F)n1)c1c(F)cccc1F	4.3%	u
CNC(=O)c1c(F)cccc1Nc1nc(Nc2cc3c(cc2OC)CCN3C(=O)CN(C)C)nc2[nH]ccc12	-2.4%	u

(continued)
SMILES	FH mod	NTMT1 inh
CN(C)CCC=C1c2ccccc2COc2ccc(CC(=O)O)cc21	6.1%[53.3 µM]	0.5%[57.5 µM]
CC(C)NC[C@@H](C(=O)N1CCN(c2ncnc3c2[C@H](C)C[C@H]3O)CC1)c1ccc(Cl)cc1	16.2%[53.3 µM]	7.4%
CN1CCN(c2ccc(OC(F)(F)F)c(Nc3ncc4c(n3)-c3c(c(C(N)=O)nn3CCO)CC4)c2)CC1	-0.1%	-0.4%
CCNC(=O)NCc1cccc(Cl)c1	2.8%[53.3 µM]	-2.6%[57.5 µM]
CC(=O)CCCCn1c(=O)c2c(ncn2C)n(C)c1=O	0.0%	6.6%&11.3%[57.5 µM]
O=C(NC1CCOCC1)c1ccc(-c2cc(-c3cn[nH]c3-c3ccccn3)ccn2)cc1	24.2%	21.8%&36.1%[57.5 µM]
CNC1CCC(N(Cc2cccc(-c3ccncc3)c2)C(=O)c2sc3ccccc3c2Cl)CC1 (configuration not stated)	0.7%	35.5µM*!
COc1ccc(NC(=O)N2CCc3c2ccc2ccccc32)cc1N1CCN(C)CC1	-2.0%	-5.0%[57.5 µM]
O=C1COc2nccc(-c3ccccc3F)c2CN1Cc1cc(C(F)(F)F)cc(C(F)(F)F)c1	-1.8%	7.7%[57.5 µM]
CCc1cccc(CC)c1NC(=O)N1Cc2[nH]nc(NC(=O)c3ccc(N4CCN(C)CC4)cc3)c2C1	8.0%	3.8%
c1cc(-c2cnn3cc(-c4ccc(N5CCNCC5)cc4)cnc23)c2cccnc2c1	2.3%	1.2%[57.5 µM]
COc1ccc(-n2c(SCC#N)nc3sc4c(c3c2=O)CCCC4)cc1	2.9%	8.2%[57.5 µM]
COc1nccc(-c2c(-c3ccc(F)cc3)ncn2C2CCC(O)CC2)n1 (configuration not stated)	3.7%	4.7%&-23.4%[57.5 µM]
Cc1cc(Nc2nc(N[C@@H](C)c3ncc(F)cn3)ncc2Cl)n[nH]1	4.6%	21.0%
CCCN1CCN(c2ccc(C(=O)NC3(C(=O)NCC#N)CCCCC3)cc2)CC1	8.6%	-0.6%[57.5 µM]
NC1CCN(c2nc3c(cc2F)c(=O)c(C(=O)O)cn3-c2ccc(F)cc2F)C1 (configuration not stated)	1.1%[53.3 µM]	-9.3%[57.5 µM]
O=C(O)c1cccnc1Nc1cccc(C(F)(F)F)c1	-16.4%&2.7%&13.4%[53.3 µM]	u
COc1cn(-c2ccc(-n3cccn3)cc2F)nc(-c2ccnn2-c2ccccc2)c1=O	-3.7%	3.0%[57.5 µM]
Cc1cc(C)c(CNC(=O)c2cc(-c3ccc(CN4CCOCC4)cc3)cc3c2cnn3C2CCCC2)c(=O)[nH]1	0.3%	u
Cc1cc(O)c(C)c(C)c1O	3.5%[53.3 µM]	-26.1%[57.5 µM]
CCCCNc1ccc(C(=O)OCCOCCOCCOCCOCCOCCOCCOCCOCCOC)cc1	5.6%[53.3 µM]	-20.5%[57.5 µM]
CC(C)COc1ccc(CNC(=O)N(Cc2ccc(F)cc2)C2CCN(C)CC2)cc1	5.3%	-17.0%[57.5 µM]
Cc1c(Cn2ccnc2)c2ccccc2n1CCC(=O)O	-0.7%[53.3 µM]	7.2%[57.5 µM]
CC1(C)CNc2cc(NC(=O)c3cccnc3NCc3ccncc3)ccc21	-0.1%	2.3%
COc1ccc(-c2cc(=S)ss2)cc1	-19.0%[53.3 µM]	0.9%[57.5 µM]
O=C(NCCCNc1nc(Nc2cccc(CN3CCOCC3)c2)ncc1C1CC1)C1CCC1	-1.0%	-0.3%[57.5 µM]
c1cnc2cc3c(cc2n1)C1CNCC3C1	6.4%	0.8%&-11.7%[57.5 µM]
CO/N=C(/C(=O)N[C@@H]1C(=O)N2C(C(=O)[O-])=C(C[n+]3ccn4ncccc43)CS[C@H]12)c1nsc(N)n1	-1.9%[53.3 µM]	1.6%[57.5 µM]
CCCC(N[C@@H](C)C(=O)N1[C@H](C(=O)O)C[C@@H]2CCCC[C@@H]21)C(=O)OCC (some centres not stated)	6.5%	6.3%[57.5 µM]
CCOc1cc2ncc(C#N)c(Nc3ccc(OCc4ccccn4)c(Cl)c3)c2cc1NC(=O)C=CCN(C)C	11.3%[53.3 µM]	-26.8%[57.5 µM]
CC[C@@H](C)[C@H](N)C(=O)N1Cc2ccccc2C1	0.3%	-2.9%[57.5 µM]
Cc1cc(=O)oc2cc(O[C@@H]3SC[C@@H](O)[C@H](O)[C@H]3O)ccc12	-4.7%[53.3 µM]	11.5%[57.5 µM]
CN(C)CCCC1(c2ccc(F)cc2)OCc2cc(C#N)ccc21 (configuration not stated)	-0.5%	u
CC=CC1=C(C(=O)O)N2C(=O)[C@H](NC(=O)[C@H](N)c3ccc(O)cc3)[C@@H]2SC1	-1.1%[53.3 µM]	u
CCNC(=O)Nc1ccc(-c2nc3c(c(N4CCOC[C@@H]4C)n2)CCN(c2ncccn2)C3)cc1	u	2.6%[57.5 µM]
c1ccc(Nc2nc3c(s2)CCCc2[nH]ncc2-3)nc1	-0.6%	-5.2%[57.5 µM]
N[C@@H](CC(=O)N1CCn2c(nnc2C(F)(F)F)C1)Cc1[nH]nc2c(F)c(F)ccc12	6.4%	-1.2%[57.5 µM]
O=c1[nH]c2cccc(N3CCN(Cc4ccc(-c5ccccc5)cc4)CC3)c2o1	-17.0%	2.7%[57.5 µM]
O=C(CC12CC3CC(CC(C3)C1)C2)Nc1cccc2nc(NCCNCCO)ccc12	-6.0%	u
CNc1nc(C)nc(N[C@H]2CCC[C@@H](C(=O)NCc3ccc(C#N)cc3C(F)(F)F)C2)n1	4.7%	2.7%[57.5 µM]
